D1 potentiator – potentiators of human D1 dopamine receptor; P21728; HEK293 TREx D1 cells, calcium flux, dopamine EC20 potentiation; potentiation, % at 10 µM; 360,000 tested, 0.036% active; AID 504651; in the data active = potentiation above about 30%; note: 0% is about no effect
Target sequence (P21728 whole entry, looked up): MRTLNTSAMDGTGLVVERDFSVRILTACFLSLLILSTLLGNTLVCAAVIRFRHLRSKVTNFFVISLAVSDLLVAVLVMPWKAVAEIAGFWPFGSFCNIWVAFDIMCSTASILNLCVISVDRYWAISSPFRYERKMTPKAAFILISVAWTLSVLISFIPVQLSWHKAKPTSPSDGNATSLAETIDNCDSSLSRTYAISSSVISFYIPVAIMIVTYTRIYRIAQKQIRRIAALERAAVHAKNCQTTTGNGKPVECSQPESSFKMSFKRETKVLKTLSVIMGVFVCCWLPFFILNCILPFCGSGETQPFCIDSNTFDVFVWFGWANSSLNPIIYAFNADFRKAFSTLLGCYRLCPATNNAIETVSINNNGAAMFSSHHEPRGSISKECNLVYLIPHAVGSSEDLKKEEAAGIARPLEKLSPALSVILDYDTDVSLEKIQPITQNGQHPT
D1 antagonist – antagonists of human D1 dopamine receptor; P21728; HEK293 TREx D1 cells, calcium flux, dopamine EC80; active compounds read low; activity change, negative = inhibition, % at 10 µM; 360,000 tested, 3.2% active; AID 504652; in the data active = activity change below about -30%; note: % is set by controls: 0 for no effect and ±100 for the full control effect
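Calcium flux readout: force-coupled, inducible Hek293 Trex D1 line, cells induced overnight at 30 C with tetracycline, dye-loaded 30–90 min at RT. Antagonism scored against EC80 dopamine challenge given 180 s after compound.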
D2 PAM – positive allosteric modulators of human D2 dopamine receptor | AID 485347 | HEK293 T-REx D2, calcium flux, EC20 dopamine potentiation | 340,000 tested, 0.34% active | potentiation, % at 10 µM;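 active = potentiation over 3 SD above the plate norm, cut at about 30% in these data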; note: 0% is about no effect
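Tetracycline-induced HEK293 T-REx cells force-coupled to calcium signalling expressed D2; compounds were pin-added after a 10 s baseline, read kinetically 180 s, then an EC20 dopamine challenge followed with a further 180 s calcium read.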
D1 ag – activates the human D1 dopamine receptor; P21728; HEK293 T-REx D1 cells, calcium flux, agonist mode; activation, % at 2 µM; 360,000 tested, 1% active; in the data active = activation above about 30%; note: 0% is about no effect
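Agonism was scored from calcium flux recorded over 180 s (1 read/s) after pintool compound addition, following a 10-cycle baseline. Cells were inducible force-coupled HEK293 TREx D1, plated overnight at 30 C and loaded with no-wash calcium dye.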
RXFP1 ag – activates the human relaxin receptor RXFP1 | Q9HBX9 | HEK293T-RXFP1 cAMP TR-FRET, 30 min; response scale: percent of porcine relaxin response, buffer zero | Potency, µM (doses to about 57.5 µM), for inactives: at the highest dose activation, hits mostly activators | 370,000 tested, 0.3% active | AID 2676; note: potency is the fitted concentration of half-maximal effect; % is set by controls: 0 for no effect and ±100 for the full control effect; nearly all actives have a fitted effect of over 60% in size; many of its hits are not listed in these tables
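Agonist response is measured as cAMP accumulation in an RXFP1-transfected HEK293T line under PDE4 inhibition. Values are scaled between buffer-only and 29 nM porcine relaxin, and EC50s come from standard Hill equation fits.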
GRP78 ERSR act – inducers of ER stress response in human glioma cells. U87-MG GRP78 promoter luciferase reporter, 16 h. AID 602332. Potency, µM, inactives show at the top dose activation, actives largely listed as activators. 420,000 tested, 0.02% active; note: potency is the fitted concentration of half-maximal effect; series mostly up to about 76 µM; % of control where 0% means no effect; nearly all actives have a fitted effect of over 35% in size
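Stably transfected U87-MG glioma cells carrying a GRP78-based luciferase sensor; 16 h compound incubation. Luminescence end-point read 10 min after Bright-Glo addition at room temperature.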
Vif-APOBEC3G blk – Vif-A3G binding inhibition; Q9HC16; HeLa A3G-eYFP + Vif (tagged APOBEC3G with the HIV-1 protein that degrades it), YFP fluorescence, overnight; AID 602310; 410,000 tested, 0.076% active; Potency, µM (highest dose often 46.1 µM), for inactives: at the highest dose activity, negative = active, hits mostly inhibitors;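 note: potency is the fitted concentration of half-maximal effect; % is set by controls: 0 for no effect and ±100 for the full control effect; nearly all actives have a fitted effect of over 60% in size; hits raise eYFP signal because A3G escapes Vif-driven loss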
Target sequence (Q9HC16 whole entry, looked up): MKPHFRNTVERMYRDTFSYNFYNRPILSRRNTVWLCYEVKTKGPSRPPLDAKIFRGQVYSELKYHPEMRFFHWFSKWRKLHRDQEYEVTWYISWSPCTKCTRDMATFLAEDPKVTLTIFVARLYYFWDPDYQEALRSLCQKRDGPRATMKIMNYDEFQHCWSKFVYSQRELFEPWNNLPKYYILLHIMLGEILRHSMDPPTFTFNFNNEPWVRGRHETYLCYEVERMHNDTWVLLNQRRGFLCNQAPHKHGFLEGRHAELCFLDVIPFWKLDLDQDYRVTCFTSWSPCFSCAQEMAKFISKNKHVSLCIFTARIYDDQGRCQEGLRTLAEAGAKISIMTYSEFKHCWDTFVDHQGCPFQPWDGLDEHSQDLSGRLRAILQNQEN
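HeLa cells stably expressing Vif and C-terminally eYFP-tagged A3G, seeded overnight at 37 deg C, then exposed to compound by pintool overnight at 37 deg C. Rise in yellow fluorescence (Ex 488/Em 500-530, Acumen) marks blocked Vif-driven A3G degradation.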
Vif-APOBEC3F blk – Vif-A3F binding inhibition; HeLa A3F-eYFP + Vif (tagged APOBEC3F with the HIV-1 protein that degrades it), YFP fluorescence increase; AID 602313; Potency, µM (series often up to 46.1 µM), for inactives: at the top dose activity, negative = active; 390,000 tested, 0.2% active; note: potency is the fitted concentration of half-maximal effect; % of control where 0% means no effect; nearly all actives have a fitted effect of over 65% in size
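HeLa cells stably expressing A3F-eYFP plus Vif, plated and incubated overnight at 37 deg C, then exposed to compounds overnight at 37 deg C. Blocked degradation read as raised yellow fluorescence (Ex 488/Em 500-530).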
RXFP1 antagonist – blocks the human relaxin receptor RXFP1 | Q9HBX9 | HEK293-RXFP1, relaxin-stimulated cAMP HTRF, 30 min; active compounds read low | activity change, negative = inhibition, % at 57.5 µM | 350,000 tested, 0.59% active | AID 1259400;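 active = activity change of -60% or lower, but not beyond a set lower limit; inconclusive = change between -60% and -40%, or beyond the set limit; inactive = change above -40%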; note: % is set by controls: 0 for no effect and ±100 for the full control effect
* hit, by the source's call; u = inconclusive; x = no result given. Unless noted, calls come from the whole dose curve; as a rule, active = well fitted curve in the direction sought with a large enough effect; inconclusive = small, poorly fitted or top-dose-only effect, or another doubt; inactive = no such curve, though single readings can be large; an effect the other way counts as inactive or inconclusive. These rows are one share of the data; count on the stated rates, not on these rows.

Structure | D1 potentiator | D1 antagonist | D2 PAM | D1 ag | RXFP1 ag | GRP78 ERSR act | Vif-APOBEC3G blk | Vif-APOBEC3F blk | RXFP1 antagonist
CC(C)OC(=O)/C(=C\C=C\c1ccccc1)NC(=O)c1ccccc1 | 0.0 | -18.3 | -0.3 | 2.3 | 0.0% | 0.1% | -0.3% | -7.1% | 1.2
O=C(c1cccc(Cl)c1)N1CCC(c2nc3ccccc3[nH]2)CC1 | 1.1 | -7.5 | 6.1 | -0.1 | -0.6% | -3.2% | -6.7% | 0.5% | -13.1
OCCC1CN(Cc2ccc3c(c2)CCO3)CCN1C1CCCC1 (stereo not given) | 0.6 | -4.0 | -10.9 | 7.7 | -3.0% | -3.5% | -2.1% | 1.1% | -5.6
CCc1ccc(S(=O)(=O)c2cn(C)c3ccc(C)cc3c2=O)cc1 | -0.3 | 12.5 | -5.0 | -1.2 | 6.0% | -2.2% | -2.8% | 4.2% | -20.5
COc1ccc2oc(C(=O)OCc3nnc(-c4ccccc4)o3)c(C)c2c1 | -0.2 | 8.5 | 1.6 | 6.3 | -1.1% | -4.1% | -2.5% | 4.4% | -4.5
Cc1ccc(C(=O)COC(=O)CN2C(=O)C3CC=CCC3C2=O)cc1[N+](=O)[O-] (stereo not given) | x | x | x | x | x | 6.0% | -0.5% | 2.9% | 2.4
CNC(=O)COC(=O)c1ccccc1Nc1ccccc1 | -0.4 | 6.2 | 4.4 | 0.4 | 1.9% | -3.4% | -8.3% | -4.9% | -22.6
COc1ccccc1NC(=O)N(C)C[C@H]1Oc2ncc(Br)cc2C(=O)N([C@H](C)CO)C[C@H]1C | x | x | x | x | x | -1.5% | -5.6% | 0.9% | 11.5
COc1ccc(CC(=O)Nc2cc(-c3nc4cccnc4s3)ccc2C)cc1 | 2.6 | 23.2 | -8.1 | 1.5 | -2.4% | -2.4% | 0.9% | u | -6.6
CCc1ccc(S(=O)(=O)c2cn(C)c3cc(N4CCN(CC)CC4)c(F)cc3c2=O)cc1 | -1.6 | 9.4 | 4.2 | -2.1 | 3.3% | -1.1% | 4.4% | -28.9% | -3.7
c1cncc(-c2cn(C[C@H]3CC[C@@H]([C@@H]4CC[C@H](Cn5cc(-c6cccnc6)nn5)O4)O3)nn2)c1 | -5.3 | -3.9 | -17.8 | -0.5 | 4.9% | -4.0% | 0.1% | -0.4% | x
CCCCn1c(SCC(=O)Nc2cc(C)on2)nnc1-c1cccnc1 | 1.6 | -1.1 | 3.2 | 1.2 | -1.5% | -2.8% | -4.6% | -2.9% | -13.1
CC1(C)C[C@H]2C3=CCC4[C@@]5(C)CC[C@H](O)[C@](C)(CO)C5CC[C@@]4(C)[C@]3(C)C[C@H]3O[C@@H]1[C@H](O)[C@]32CO (stereo not given in full) | 2.0 | -14.6 | x | 0.5 | -3.0% | -3.6% | -5.6% | -0.5% | x
COc1cccc(CN(C)C(=O)COc2cccc3c2OC(C)(C)C3)c1OC | x | x | x | x | x | -1.7% | 0.3% | 3.1% | -13.7
COc1ccc(/C=N/NC(=O)c2cccnc2)cc1CSc1ccccn1 | 5.5 | -24.6 | 5.9 | 3.1 | 4.6% | -1.6% | 7.08µM* | -2.7% | 3.8
O=C(NCC1CCCO1)c1ccc(OC2CCN(C(=O)C3CC3)CC2)cc1 (stereo not given) | 2.7 | -34.0* | 6.5 | 0.1 | -1.5% | -0.8% | -2.6% | -11.3% | -7.6
COc1ccc(NC(=O)CSc2nc3nc(C)c(Cc4ccccc4Cl)c(C)n3n2)cc1OC | 0.3 | 18.7 | 1.3 | -2.6 | 1.5% | -3.2% | -1.9% | 3.6% | -15.8
Cn1nc(C(=O)O)c(=O)n(C)c1=O | x | x | x | x | x | -2.0% | -0.1% | -1.6% | 9.9
Cc1c(NC(=S)NC(=O)COc2ccccc2)c(=O)n(-c2ccccc2)n1C | -3.5 | 2.9 | 2.0 | 2.5 | 3.7% | -2.4% | 1.4% | -6.7% | x
O=C(CSc1nnc(Cc2ccccc2)o1)c1ccccc1 | 3.1 | 0.6 | x | 1.7 | 2.8% | 4.9% | -6.8% | 7.9% | 4.8
CC(C)CC(=O)Nc1ccc(C(=O)NNC(=S)NC(=O)C2CCCCC2)cc1 | -6.1 | 3.1 | -7.4 | -0.2 | 3.4% | -3.9% | -1.0% | -0.6% | 7.7
CN(C)C(CNC(=S)Nc1cccc(Cl)c1)c1cccnc1 (stereo not given) | -2.2 | 0.6 | 2.7 | 2.5 | 0.3% | -6.4% | 1.7% | -8.2% | 3.2
O=C(Nc1ccccc1)N1CCN(S(=O)(=O)c2ccccc2)CC1 | -2.6 | -19.5 | x | -0.8 | 1.1% | -1.6% | -0.6% | -6.4% | -13.3
NNC(=O)c1nc2ccccc2s1 | x | x | x | x | x | 3.0% | 0.8% | -8.9% | 6.7
CCCC(=O)n1nc(-c2ccco2)nc1SCc1ccccc1 | 1.6 | -3.6 | 9.6 | 2.3 | 0.1% | -5.1% | 1.8% | 0.0% | x
CCN(CC)C(=O)Cn1nnc2sc(-c3ccccc3)cc2c1=O | -2.3 | -4.0 | 6.5 | 0.6 | -0.6% | x | x | x | -5.1
O=C1NCCCC1C(=O)NCCNC(=O)C(F)(F)F (stereo not given) | -2.3 | -6.6 | -7.3 | 1.3 | 0.6% | -2.4% | -1.0% | -2.1% | 22.7
Clc1ccc2nc(CSCc3ccccc3)cn2c1 | 3.0 | -3.4 | 3.8 | -3.7 | 3.1% | -2.0% | -1.2% | -20.3% | -0.1
Cc1cc(C)cc(OCC(=O)OCC(=O)NCc2ccco2)c1 | 0.3 | 4.2 | -8.6 | 1.1 | 0.3% | -5.8% | 0.4% | 7.3% | -4.5
O=C(c1ccc2c3c(cccc13)CC2)C1CCCN(C(=O)c2ccc[n+]([O-])c2)C1 (stereo not given) | -5.5 | 8.8 | 0.0 | 3.6 | 0.2% | -4.6% | 0.5% | -5.4% | 2.2
NC(=O)[C@@H]1CC2(CC(c3cccc(NC(=O)COc4ccc(Cl)cc4)c3)=NO2)CN1C(=O)c1ccccc1 (stereo not given in full) | -2.0 | -20.4 | -2.6 | 6.4 | 2.1% | -4.4% | 5.6% | 8.3% | x
COc1c(Cl)cc(C(=O)NCc2ccco2)cc1Cl | 3.2 | -6.7 | 5.2 | 2.6 | 0.1% | -0.7% | -0.6% | -5.7% | x
CC(C)Oc1ccc(/C=N/NC(=O)C2CCCN2S(=O)(=O)c2ccc(Cl)cc2)cc1 (stereo not given) | -6.8 | 3.2 | -6.4 | 1.5 | 2.9% | -4.0% | -2.1% | -13.8% | -21.0
COC(=O)c1cccc(C23CC4(C2)[C@H](CN(Cc2ccc(-c5ccccc5)cc2)[C@@H]4c2ccccc2)C3c2ccc(C(F)(F)F)cc2)c1 (stereo not given in full) | -1.2 | 15.2 | -13.7 | 0.6 | 0.0% | -5.5% | 4.5% | 6.2% | x
COCCN(CCOC)Cc1c(O)ccc2c1O/C(=C\c1ccc(C)o1)C2=O | 0.7 | -2.3 | 6.6 | 8.7 | -0.5% | -1.6% | -0.7% | 25.1µM* | -9.7
Fc1ccc(-n2nnnc2-c2cnc(-c3cccs3)nc2C(F)(F)F)cc1 | 2.2 | -1.4 | 1.8 | 6.7 | -1.8% | -7.3% | -2.8% | 0.5% | u
Cc1cc(C)c(C(=O)Nc2ccc(Br)c(C(F)(F)F)c2)c(C)c1 | -6.3 | -18.1 | 6.0 | 4.7 | 3.3% | -1.7% | 2.6% | 0.9% | -38.0
O=C(Nc1ccccc1OC(F)F)c1ccc(F)cc1 | 7.1 | 2.6 | -4.7 | 3.6 | 0.1% | -1.7% | -1.0% | -8.9% | -10.0
NC(=O)CC1C(=O)N(c2ccc(Cl)cc2)C(=S)N1NC(=O)c1cccc(F)c1 (stereo not given) | 1.6 | -1.1 | 0.4 | 3.1 | -3.1% | 3.3% | 0.1% | 0.6% | -5.2
COc1ccccc1NC1CCCCC1NS(=O)(=O)c1ccccc1 (stereo not given) | -2.7 | -10.6 | 4.6 | -0.3 | 0.4% | -4.0% | 1.5% | 0.4% | 1.5
Cc1ccc(-c2cnn(-c3cccc([N+](=O)[O-])c3)c2N)cc1 | x | x | x | x | 0.4% | 1.2% | -3.2% | 2.7% | -3.3
COc1ccc(S(=O)(=O)Nc2cccc(-c3ccc(N4CCOCC4)nn3)c2)cc1F | 1.8 | -37.4* | -3.0 | -1.2 | 0.7% | 6.4% | -3.7% | 0.9% | -7.0
c1cc2c(cc1C1CCCN1)OCCCO2 (stereo not given) | -7.0 | -5.5 | 0.4 | 1.4 | 0.2% | 1.2% | -1.2% | x | -13.2
COC(=O)C1=C(SC)N(c2ccccc2)C(c2ccccc2)CC1=O (stereo not given) | -3.8 | 3.5 | x | -0.2 | 0.2% | -2.3% | -1.2% | 0.9% | -3.8
Fc1ccccc1Cc1noc(CN2CCN(C/C=C/c3ccccc3)CC2)n1 | 3.7 | -52.8* | x | 1.2 | 3.7% | -0.7% | 0.8% | 1.0% | -10.6
CCOC(=O)C1=C(c2ccccc2)NC(=S)NC1c1cc([N+](=O)[O-])ccc1OC (stereo not given) | -6.7 | 4.3 | -7.5 | 1.4 | 3.1% | -4.3% | 1.1% | -2.1% | -7.3

Some entries already given, limited to D1 antagonist, RXFP1 ag and GRP78 ERSR act:
Molecule,D1 antagonist,RXFP1 ag,GRP78 ERSR act
O=C1NCCCC1C(=O)NCCNC(=O)C(F)(F)F (stereo not given),-6.6,0.6%,-2.4%
Clc1ccc2nc(CSCc3ccccc3)cn2c1,-3.4,3.1%,-2.0%
Cc1cc(C)cc(OCC(=O)OCC(=O)NCc2ccco2)c1,4.2,0.3%,-5.8%
